High-throughput results deposited in PubChem BioAssay by National Center for Advancing Translational Sciences (NCATS).
HttQ103 aggreg – inhibitors of mutant huntingtin aggregate formation in PC12 cells | PC12 HttQ103-GFP aggregates, Acumen cytometry, 40 h | Potency, µM (doses to about 46.1 µM), inactives show top-dose activity change, negative = inhibition, usual class: inhibitors | hit rate 1.1% among 220,000 | AID 1688; note: potency is the fitted concentration of half-maximal effect; % is set by controls: 0 for no effect and ±100 for the full control effect; nearly all actives have a fitted effect of over 60% in size
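Multiplexed with ATP-based cell death, this channel scores GFP aggregates in PC12 cells expressing inducible HTTex1-Q103-GFP. Induction used 100 nM tebufenozide; compounds were tested in concentration series.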
Luc counter – Kinase-Glo luciferase inhibition (counter-screen); Q27757; Kinase-Glo luciferase, ATP luminescence, 8 min; Potency, µM (titrated, usually from 38.3 µM), inactives show at the highest dose activity change, negative = inhibition, hits mostly inhibitors; hit rate 0.28% among 200,000; note: potency is the fitted concentration of half-maximal effect; % is set by controls: 0 for no effect and ±100 for the full control effect; nearly all actives have a fitted effect of over 60% in size
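Substrate mix (final 50 mM imidazole pH 7.2, 50 mM KCl, 7 mM MgCl2, 10 uM ATP, 0.01% Tween 20, 0.05% BSA) plus pin-tool compound, then Kinase-Glo detection mix; 8 min ambient, luminescence read.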
SMN2 splice enh – enhancers of SMN2 splice variant expression; HEK293 SMN2-luciferase splicing reporter, luminescence, 30-36 h; Potency, µM (series often up to 46.1 µM), without a hit: at the highest dose activity change, positive = activation, most hits filed as activators; hit rate 2.8% among 210,000; AID 1458; note: potency is the fitted concentration of half-maximal effect; % of control where 0% means no effect; nearly all actives have a fitted effect of over 55% in size
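HEK293 cells carry an SMN2 […]–luciferase reporter in which exon 7 inclusion puts luciferase in frame. Cells were plated 10-12 h before compound addition, then incubated 30-36 h at 37C. ONE-Glo luminescence was read; sodium butyrate at 4.5 mM final served as control.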
IMPase Li cell – membrane-permeable IMPase blocker, potentiated with lithium; hit rate 0.35% among 210,000; Potency, µM (titrated, usually from 59.4 µM), for the others: at the top dose activity, negative = IMPase inhibition, actives largely listed as inhibitors; CHO-M1 cells, IP1 TR-FRET (IP-One), carbachol + lithium;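 note: IP1 builds up when IMPase is blocked and the TR-FRET signal falls; potency is the fitted concentration of half-maximal effect; plate controls were basal vehicle for no effect and high inhibitor control for full effect; nearly all actives have a fitted effect of over 50% in size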
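Test compounds were applied to CHO-M1 cells previously cultured for 16–30 h at 2000 per well. A small lithium amount accompanied them; after 30 min at 37C, IP1 was quantified by TR-FRET.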
HTT ATP protect – Huntington cell model cytoprotection by ATP luminescence | PC12 HTT-Q103 induced, cytoprotection, ATP luminescence, 40 h | Potency, µM (series often up to 56.4 µM), for inactives: cytoprotection (ATP increase), hits mostly activators | hit rate 0.14% among 230,000 | AID 1471;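 note: potency is the fitted concentration of half-maximal effect; % of control where 0% means no effect; nearly all actives have a fitted effect of over 45% in size; toxic huntingtin expression switched on by the ecdysone agonist tebufenozide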
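Rat PC12, Q103 Htt exon1-GFP fusion, ecdysone promoter; tebufenozide inducer 100 nM final; compound titration; qHTS, 1500 cells/well; ATPlite luminescent read.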
Lamin A splicing – modulators of lamin A splicing. HeLa LMNA splicing GFP/RFP minigene ratio, 48 h. Potency, µM (series often up to 46.1 µM), inactives show at the highest dose ratio change, negative = inhibition, most hits filed as inhibitors. hit rate 0.01% among 200,000. AID 1487; active = well fitted inhibition curve with a large enough effect in the signal ratio, with a control signal flat, not every such curve was filed as active; inconclusive = small, poorly fitted or top-dose-only effect, or effect the other way, or a change in a side signal; the % refers to the signal ratio; note: potency is the fitted concentration of half-maximal effect; % is set by controls: 0 for no effect and ±100 for the full control effect
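S3 HeLa cells stably expressing lamin A-EGFP splicing minigene plus DsRed2, 600 cells/well, 48 h compound exposure at 37C. Laser-scanning cytometry; analysed as GFP (500-530 nm)/RFP (575-640 nm) total intensity ratio; 0.5% DMSO vehicle.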
CBFb RUNX1 block – blocks binding between human CBF-beta and RUNX1 | 230,000 tested, under 10 active | AlphaScreen CBFb-His/RUNX1-biotin binding, biochemical | Potency, µM (highest dose often 59.8 µM), for the others: at the highest dose activity, negative = inhibition, hits mostly inhibitors | AID 1477; note: % of control where 0% means no effect
Target sequence (Q01196 whole entry, looked up): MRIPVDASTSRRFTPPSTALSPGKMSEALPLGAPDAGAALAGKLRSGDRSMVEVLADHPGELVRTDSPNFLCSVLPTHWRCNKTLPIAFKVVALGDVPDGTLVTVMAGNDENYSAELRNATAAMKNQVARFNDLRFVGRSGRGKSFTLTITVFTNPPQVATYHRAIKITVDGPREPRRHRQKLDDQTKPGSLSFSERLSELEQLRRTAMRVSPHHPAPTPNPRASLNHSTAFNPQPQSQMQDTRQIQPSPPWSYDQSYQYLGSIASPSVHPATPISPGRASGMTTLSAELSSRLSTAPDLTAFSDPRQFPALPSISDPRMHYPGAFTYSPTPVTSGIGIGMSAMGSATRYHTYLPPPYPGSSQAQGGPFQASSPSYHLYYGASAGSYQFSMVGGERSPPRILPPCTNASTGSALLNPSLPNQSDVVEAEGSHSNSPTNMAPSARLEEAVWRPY
Target sequence (Q13951 whole entry, looked up): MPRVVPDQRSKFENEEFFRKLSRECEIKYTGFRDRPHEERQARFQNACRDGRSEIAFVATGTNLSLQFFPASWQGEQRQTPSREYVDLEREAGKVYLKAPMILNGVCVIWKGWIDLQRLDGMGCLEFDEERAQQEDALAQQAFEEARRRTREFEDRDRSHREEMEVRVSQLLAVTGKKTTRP
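AlphaScreen proximity signal reports loss of binding between His-tagged CBF-beta and biotin-labelled RUNX1, each at 30 nM. Proteins are pre-associated for 20 minutes, compounds added for 15 minutes, then beads for 90 minutes, all at ambient temperature.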
Starred values were filed as active, the others as inactive; ? = inconclusive; . = not tested or not shown; & = joins results of further samples; [ ] = dose if it differs, or a comment. Unless noted, calls come from the whole dose curve; as a rule, active = well fitted curve in the direction sought with a large enough effect; inconclusive = small, poorly fitted or top-dose-only effect, or another doubt; inactive = no such curve, though single readings can be large; an effect the other way counts as inactive or inconclusive.

SMILES	HttQ103 aggreg	Luc counter	SMN2 splice enh	IMPase Li cell	HTT ATP protect	Lamin A splicing	CBFb RUNX1 block
CCN(CC)CCN=Cc1c(O)n(C2CCCCCC2)c(=O)[nH]c1=O	13%	-5%	39%	13%[38.3 µM]	-10%[0.074 µM]	-1%	1%
CCc1nnc(NC(=O)CCc2nc(C3=CCN(C)CC3)no2)s1	-3%	-1%	-1%	10%[38.3 µM]	-6%	0%	-6%
COc1ccc(/C=C2/Sc3ccc(C(=O)N4CCc5ccccc5C4)cc3NC2=O)cc1	11%	-1%	-2%[1.84 µM]	2%	3%[10 µM]	?	1%
CCC(=O)c1c(O)n(C2CCCCCC2)c(=O)[nH]c1=O	16%[9.22 µM]	2%	6%	-7%[38.3 µM]	-2%	?	3%
Cc1ccc(N)cc1N	.	.	-2%	-10%	-3%	.	-8%[21.7 µM]
CN(C)C(=O)Oc1ccc(Br)cc1C(=O)Nc1ccc(F)c(Cl)c1	10%[9.22 µM]	.	.	.	-12%[10 µM]	.	19%
Cc1c(C(=O)N2CCC3(CC2)OCCO3)sc2ncnc(N3CCN(c4ccccn4)CC3)c12	20%	2%	-38%[inhibitor]	26%[38.3 µM]	-2%[1.9 µM]	?	7%
CNP1(NC)=NC(C(F)(F)F)=NC(C(F)(F)F)=N1	-2%	2%	13%	5%	-18%[10 µM]	-6%	9%
COP(=O)(NS(=O)(=O)c1ccccc1)OC	-3%[9.22 µM]	4%	.	6%	1%[10 µM]	2%[46 µM]	2%
CCOC(=O)CC1=C(C(=O)OCC)C2(C(=O)N1CC(=O)OC)C(C#N)=C(N)Oc1ccccc12 (stereo not given)	13%	-3%	12%	-4%[38.3 µM]	-21%	9%	-1%
CC1(C)CC(=O)C(C2(O)C(=O)NC(=O)NC2=O)=C(O)C1	-6%	12%	-5%	-5%[38.3 µM]	-4%	-2%	-1%
CC(C)Sc1nnc([C@@H](N)Cc2c[nH]c3ccccc23)o1	5%	-6%	-6%	0%[38.3 µM]	3%[0.074 µM]	2%	-1%
CN1C(=O)C(=Cc2ccc(N3CCCCC3)o2)C(=O)N(C)C1=S	14%	0%	3%	10%[38.3 µM]	-28%	18%	5%
COc1ccc(/C=C2/C(=O)N(Cc3ccco3)C(=O)N(C(C)C)C2=O)cc1	3%	-3%	.	5%	24%[10 µM]	13%	?
O=C(O)C1C2CC3CC(C2)CC1(n1ncc(N2CCC4(CC2)OCCO4)c(Cl)c1=O)C3 (stereo not given)	7%[9.22 µM]	.	.	.	9%[10 µM]	.	5%
CN1CCN(C2=Nc3cc(Cl)ccc3Nc3ccccc32)CC1	-25%&0%	-3%	-21%	?	?	?	?
CN(C)[C@H]1C(=O)C(C(N)=O)=C(O)[C@]2(O)C(=O)C3=C(O)c4c(O)cccc4[C@@](C)(O)[C@H]3C[C@@H]12	-10%[20.6 µM]	-1%[17.1 µM]	-19%[20.6 µM]	?	-1%[40.3 µM]	?	-24%[21.7 µM]
Oc1ccc(C2NCc3ccccc3-n3cccc32)cc1Cl (stereo not given)	-15%&-33%	1%&3%	6%&15%	-10%&-3%	11%[10 µM]	?	-5%&0%
O=C(O)[C@@H]1CSC(c2cccnc2)N1 (stereo not given in full)	.	-1%	2%	14%	2%	.	3%
Fc1ccc(CN2CCN(c3ccc(Cl)cc3)CC2)cc1	-9%	4%	-15%	-3%	-21%	.	2%
O=C(O)CCn1cc(C=C2C(=O)NC(=S)NC2=O)c(-c2cccc(Br)c2)n1	24%[9.22 µM]	0%	.	0%	10%[10 µM]	.	-1%
Cc1ccc(-n2c(O)c(/C=N/N3CCOCC3)c(=O)[nH]c2=S)cc1	-8%	2%	-8%	4%	-36%[10 µM]	-10%	-1%
O=[P+](Cc1ccccc1)Cc1ccccc1	-5%[9.22 µM]	5%	3%	-8%[38.3 µM]	-7%	14%	-3%
CCCOC(=O)Nc1ccc([As](=O)(O)O)cc1NC(=O)OCCC	-19%[9.22 µM]	.	.	.	-7%[10 µM]	.	9%
CN(C)C(=O)Oc1ccc(OCc2cccc[n+]2C)cc1	0%	-1%	.	-5%	.	17%	15%
CCCCn1c(O)c(C(C)=NCc2ccc3c(c2)OCO3)c(=O)[nH]c1=O	36%[9.22 µM]	.	.	.	7%[10 µM]	.	4%
CCCn1cc(C(=O)O)cn1	-2%	-1%	11%	-2%	-35%	11%[9.22 µM]	15%
CCn1cnc2c(Nc3cccc(Cl)c3)nc(N[C@@H]3CCCC[C@@H]3N)nc21	.	-1%	-99%[inhibitor]	10%	.	?	-5%
COc1ccc(N=Cc2c(O)n(Cc3cccs3)c(=O)[nH]c2=O)cc1	-6%[9.22 µM]	-8%	.	11%	9%[10 µM]	?	12%
CC(C)(OO)c1ccccc1	.	.	-4%	18%	18%	.	6%[21.7 µM]
CCCCCCOc1ccc(CN2CCN(CC)CC2)cc1	3%[9.22 µM]	0%	-29%	46%[activator][38.3 µM]	-15%	9%	4%
C=CCn1c(O)c(C(C)=Nc2ccc(N(C)C)cc2)c(=O)[nH]c1=O	16%	-2%	?	15%[38.3 µM]	-19%	?	-4%
CC(NC(C)(C)C)C(=O)c1cccc(Cl)c1 (stereo not given)	-29%	-1%&-4%&-6%	-23%&-10%&-41%	4%&9%&7%	-54%[inhibitor]	?	4%&5%&6%
C[C@]12CC[C@@H]3c4ccc(O)cc4[C@@H](O)C[C@H]3[C@@H]1CC[C@@H]2O	-8%	2%	-38%[inhibitor]	-4%	.	?	6%
CSc1nnc(OC(=O)N(C)C)n1-c1ccc(Cl)cc1	-10%[9.22 µM]	.	.	.	-2%[10 µM]	.	5%
O=C(N=Nc1c(O)[nH]c(=O)[nH]c1=O)C1COc2cc3ccccc3cc2O1 (stereo not given)	-3%	1%	8%	7%	-10%	-28%[46 µM]	7%
CCOC(=O)N(CC)c1ccc(C(O)(C(=O)OC)C(F)(F)F)cc1 (stereo not given)	0%	-2%	0%	26%[38.3 µM]	-7%[0.074 µM]	13%	4%
Cc1cc(SCc2sc(-c3ccc(C(F)(F)F)c(F)c3)nc2C)ccc1OCC(=O)O	.	-4%	17%	7%	-31%[inhibitor]	.	-6%&-11%
O=[N+]([O-])c1ccc(N2CCOCC2)c2ccncc12	?	-2%	9%	9%	-8%[10 µM]	-13%[46 µM]	0%
Cc1cc(N2CCOCC2)nc2ccc(NC(=O)CCC(=O)N3CCC4(CC3)OCCO4)cc12	4%	.	.	.	-42%[inhibitor]	-3%	2%
CN1C(=O)COc2c(C(=O)N[C@@H]3CN4CCC3CC4)cc(Cl)cc21	.	-3%	.	10%	16%	.	6%[21.7 µM]
COc1ccccc1N1CCN(Cc2cc(C)c(C)cc2O)CC1	-27%	1%	-26%	43%[activator][38.3 µM]	?	-19%	-3%
Cc1cccc(C)c1NC1=NCCCCS1	-5%	2%	9%	-3%[38.3 µM]	-10%[10 µM]	-1%	3%
CN(C)CCN(C)CCc1ccc(Cl)c(Cl)c1	.	1%	-29%	-27%&20%	-13%&-4%	.	16%
Cc1c(NC(=O)C(C)OC(=O)Cc2ccccc2)c(=O)n(-c2ccccc2)n1C (stereo not given)	2%	-2%	-9%	-4%[38.3 µM]	2%	6%	4%
COC(=O)[C@@]1(C#N)[C@@H]2C=CC(C(C)=O)=CN2[C@@H](C(N)=O)[C@@H]1c1ccc(F)cc1	-10%[9.22 µM]	.	.	.	5%[10 µM]	.	-12%
CC(C)=CCCC1(C)C=Cc2c(O)c3c(c(CC=C(C)C)c2O1)OC12C(=CC4CC1C(C)(C)OC2(C/C=C(/C)C(=O)O)C4O)C3=O (stereo not given)	.	-5%	-85%[inhibitor]	20%	.	?	.
Nc1nc2c(ncn2[C@@H]2O[C@H](CO)[C@@H](O)[C@@H]2O)c(=[SH+])[nH]1.O=[N+]([O-])c1ccc(O)[c]([Hg])c1	.	2.8µM*	-99%[inhibitor][9.22 µM]	23%	.	.	.
O=C(COC(=O)Cc1ccccc1)Nc1ccc(Cl)cn1	-8%	-2%	-1%	2%	-19%	.	4%
COc1ccc(-c2nc3ccccc3n2OC(=O)N(C)C)cc1	10%	-2%	-1%	38%[38.3 µM]	-5%	0%	1%
O=C1/C(=C/c2cccc([N+](=O)[O-])c2)N2CCC1CC2	-14%	0%	-11%	1%	-2%[10 µM]	-21%	-4%
COc1cc2c(cc1/C=C/[N+](=O)[O-])OCO2	?	3%	29%	25%	-99%[inhibitor]	?	-5%
CCn1nc(C)c(CN2CCCC(C(=O)c3cccc(OC(C)C)c3)C2)c1C (stereo not given)	-8%[9.22 µM]	0%	-54%[inhibitor]	36%[activator]	24%[10 µM]	?	3%
COc1ccc(N=Nc2c(O)[nH]c(=S)[nH]c2=O)cc1	18%	?	18µM*	15%	-64%[inhibitor]	-6%[9.22 µM]	-6%
CC(=O)NCCc1c[nH]c2ccccc12	.	-1%&4%	-12%&15%&7%	-6%&-1%&-8%&17%	?	?	2%
CCCC(=O)NC(Oc1ccccc1Cl)C(Cl)(Cl)Cl (stereo not given)	1%	2%	1%	4%[38.3 µM]	-12%	5%	6%
CNCCc1c[nH]c2ccccc12	?	-2%	-6%	9%	-68%[inhibitor]	-25%[46 µM]	9%
CCNCCNc1ccc([N+](=O)[O-])c2cccnc12	-4%[9.22 µM]	.	.	.	7%[10 µM]	.	-9%
CC(=O)[C@H]1[C@H](C#N)C[C@H]2[C@@H]3CC=C4C[C@@H](O)CC[C@]4(C)[C@H]3CC[C@@]21C	-2%	-11%	-48%&7%&-2%[inhibitor]	-4%&0%&2%	-16%&-28%	0%	3%&14%&7%
CCOC(=O)C(O)(c1ccc(N(CC)S(=O)(=O)c2ccccc2)cc1)C(F)(F)F (stereo not given)	7%	-6%	-5%	0%[38.3 µM]	0%	-3%	0%
CCCCn1c(O)c(C(CC)=NCCc2ccccc2)c(=O)[nH]c1=O	-13%	-5%	6%	4%[38.3 µM]	-27%[0.074 µM]	?	-1%

Entries of single compounds, looked up by structure.
CN1CCN(C2=Nc3cc(Cl)ccc3Nc3ccccc32)CC1 is entered as HttQ103 aggreg = -25%&0%; Luc counter = -3%; SMN2 splice enh = -21%; IMPase Li cell = ?; HTT ATP protect = ?; Lamin A splicing = ?; CBFb RUNX1 block = ?
COP(=O)(NS(=O)(=O)c1ccccc1)OC is entered as HttQ103 aggreg = -3%[9.22 µM]; Luc counter = 4%; SMN2 splice enh = .; IMPase Li cell = 6%; HTT ATP protect = 1%[10 µM]; Lamin A splicing = 2%[46 µM]; CBFb RUNX1 block = 2%

The list is partial (hit frequency here may not be typical).
